# Screens from PubChem BioAssay.
# V-ATPase pH = regulators of yeast V-ATPase proton pumping, primary screen, pHLuorin cytosolic pH fluorescence; response, % at 10 µM; S. cerevisiae; 350,000 compounds, 0.37% hits; in the data active = response mostly above about 7.3%, no sharp cut-off; inactive = mostly below about 5.4%; note: actives read high; inactives centre near 0; some compounds called inactive have numbers as strong as hits; reference of the scale not given here
# Arrestin-AP2 inh = inhibitors of beta-arrestin/AP2 binding, primary screen, biochemical, GPCR trafficking, flow cytometry; FITC-arrestin peptide / GST-AP2 beads; AP2 beta2 appendage carries R879A mutation; beta-arrestin 1 C-terminal peptide binding to AP2 beta2-adaptin appendage (human); inhibition, % at 10 µM; 340,000 compounds, 0.31% hits;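 active = inhibition above a set limit, near 3 SD of compounds lacking own fluorescence, cut at about 54% in these data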;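 note: plate controls were DMSO wells for no effect and 5 µM unlabelled arrestin peptide for full effect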
#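 System: GST-AP2 R879A glutathione beads. Medium: PBS with 0.05% Tween 20 and 0.1% BSA. Also added: FITC-arrestin peptide, 50 nM. Incubation: 12 min plus 1 h, RT. Measured by: high-throughput flow cytometry of beads, ex 488, em 535 nm. Evaluation: percent drop in bead-associated FITC signal.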
# MOR-DOR inv ag = inverse agonists of MOR-DOR heterodimerization, primary screen, cell-based, luminescence; cell-based MOR-DOR heterodimer luminescence, inverse agonism; inhibition, % at 9.3 µM; 340,000 compounds, 0.21% hits; AID 504357, 2011; in the data active = inhibition above about 22%, passing the limit was not always enough;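 note: 0% = cells with DMSO and 100% = wells without cells with DMSO; values of inactives mirror those of a sister screen read the other way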
# Wnt bcat act = Wnt/beta-catenin pathway activators, primary screen, cell-based, plate reader, single point | Wnt/beta-catenin reporter cell assay, activator | activation, % at 9.35 µM | 300,000 compounds, 1.2% hits; in the data active = activation above about 30%, passing the limit was not always enough;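 note: 0% = neutral control wells and 100% = positive control wells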
# LANA DNA inh = inhibitors of KSHV C-LANA binding to DNA, primary screen, biochemical, fluorescence polarization, FAM-LBS DNA, MBP-C-LANA, single point; 340,000 compounds, 0.078% hits; inhibition, % at 9 µM; AID 504423, 2011; Kaposi's sarcoma herpesvirus LANA C-terminal domain (residues 932-1162) DNA binding;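 active = highest replicate inhibition at or above 60% at 9 µM, even if other replicates fall short; inactive = all replicates below 60% inhibition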;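 note: 0% = neutral control wells and 100% = 4 µM acridine orange control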
# RTF Ca sens act = cardiac RTF calcium sensitivity activators, primary screen, biochemical, IANBD-TnC fluorescence, EC20 calcium. Troponin I, cardiac muscle (Homo sapiens) + Troponin T, cardiac muscle (Homo sapiens) + …. IANBD-labeled TnC RTF fluorescence at EC20 calcium; 0% EC20 calcium, 100% full calcium. activation, % at 7.2 µM. 340,000 compounds, 0.24% hits. AID 493008, 2010;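 active = activation above the mean over all tested compounds plus 3 SD, cut at about 30% in these data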;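 note: rise in fluorescence read as greater calcium sensitivity of cardiac thin filaments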
# Keap1-Nrf2 PPI = Keap1-Nrf2 protein-protein interaction inhibitors, primary screen, biochemical, fluorescence polarization, single point. 340,000 compounds, 0.15% hits. inhibition, % at 9.4 µM. Keap1 Kelch-Nrf2 peptide fluorescence polarization, 1536-well. AID 504523, 2011; in the data active = inhibition above about 12%;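 note: human Keap1 Kelch domain with fluorescein labeled Nrf2 9mer peptide probe; 0% = neutral control wells and 100% = peptide positive control; higher means more block of Keap1 binding to Nrf2 peptide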
# Target sequence (Q14145 whole entry, looked up, the tested form may be a part): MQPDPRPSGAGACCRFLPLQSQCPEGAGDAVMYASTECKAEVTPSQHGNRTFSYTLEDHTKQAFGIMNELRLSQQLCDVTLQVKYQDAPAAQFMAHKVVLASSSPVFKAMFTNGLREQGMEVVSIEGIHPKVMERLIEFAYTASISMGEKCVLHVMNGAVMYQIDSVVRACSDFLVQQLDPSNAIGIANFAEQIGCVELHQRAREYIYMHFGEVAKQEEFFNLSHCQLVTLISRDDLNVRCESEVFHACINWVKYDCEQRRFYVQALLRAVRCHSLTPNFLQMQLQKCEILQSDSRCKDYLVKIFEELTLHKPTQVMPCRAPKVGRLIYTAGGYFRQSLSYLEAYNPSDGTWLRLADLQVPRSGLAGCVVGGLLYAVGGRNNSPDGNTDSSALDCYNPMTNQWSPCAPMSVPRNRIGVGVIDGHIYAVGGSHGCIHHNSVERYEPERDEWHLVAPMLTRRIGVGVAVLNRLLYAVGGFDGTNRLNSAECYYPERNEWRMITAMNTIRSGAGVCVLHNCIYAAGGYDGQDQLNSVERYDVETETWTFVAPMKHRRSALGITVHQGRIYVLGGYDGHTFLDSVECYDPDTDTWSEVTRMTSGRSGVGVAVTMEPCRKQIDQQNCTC
# DSG3 Ab inh = inhibitors of pemphigus antibody binding to DSG3, primary screen, biochemical, bead-based, flow cytometry, scFv-GFP. 310,000 compounds, 0.48% hits. binding (percent of control), % at 10 µM. DSG3-coupled beads, scFv-anti-DSG3-GFP binding; hits give low values. Desmoglein-3 (Homo sapiens), P32926;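 active = binding more than 3 SD below its plate's average and above zero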;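 note: hits lower antibody fragment binding to DSG3; some compounds called inactive have numbers as strong as hits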
# OPRM1-OPRD1 ag = agonists of OPRM1-OPRD1 heterodimerization, primary screen, cell-based, luminescence. cells. Mu-type opioid receptor (Homo sapiens) + Delta-type opioid receptor (Homo sapiens), …. 340,000 compounds, 0.3% hits. activation, % at 9.3 µM; in the data active = activation above about 18%;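 note: 0% = vehicle-treated cells and 100% = reference agonist; values of inactives mirror those of a sister screen read the other way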
# Cardiac RTF inh = cardiac RTF calcium sensitivity inhibitors, primary screen, biochemical, IANBD-TnC fluorescence, EC70 calcium | IANBD-labeled cardiac RTF, Ca2+ fluorescence | inhibition, % at 7.15 µM | 340,000 compounds, 0.12% hits | AID 493244, 2011;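 active = inhibition above the mean inhibition of all tested compounds plus 3 SD, cut at about 17% in these data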;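 note: assay run at fixed EC70 calcium of 1.6 mM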
# * hit, by the source's call; x = not tested or not shown; & = joins results of further samples; ! = not active in a repeat.
# The line under a structure holds: RTF Ca sens act	Cardiac RTF inh	Arrestin-AP2 inh	MOR-DOR inv ag	Keap1-Nrf2 PPI	DSG3 Ab inh	OPRM1-OPRD1 ag	LANA DNA inh	Wnt bcat act	V-ATPase pH
CCN(CC)C(=O)C1CCCN(Cc2ccc(N(C)C)cc2)C1 (stereo not drawn)
    3	4	26	18	-2	97	-3.6	-0.8	1	-5
O=C(/C=C/c1c(Cl)nc2ccccn12)N1CCN(c2ccc(F)cc2)CC1
    1	-3	2	2	-4	95	-0.2	0.0	x	0
COc1ccc(C(C(=O)NC2CCCC2)N(C(=O)c2ccoc2C)c2cc(C)cc(C)c2)cc1 (stereo not drawn)
    0	5	22	-9	-1	101	1.4	-0.5	3	2
CCCCOc1ccc(S(=O)(=O)Nc2cccnc2)cc1
    2	-3	-5	9	-1	95	-1.6	0.2	x	0
CCCCCCCc1c(C#N)c(N)[nH]c(=S)c1C#N
    x	x	6	x	x	103	x	x	-2	0
Cc1n[nH]c(C)c1S(=O)(=O)N1CCCC(C(=O)NC2CCCCC2)C1 (stereo not drawn)
    -1	-13	-2	1	-1	x	-0.2	-4.5	-1	-1
COc1ccc(CN2CCOC2=O)cc1OC
    3	2	-6	14	1	90	-2.8	-0.2	3	0
C[c-]1[c-](C)[c-](C)[c-](C)[c-]1C.[Fe].c1cc2nccc(N3CCCC3)[c-]2c1 (stereo not drawn)
    -1&2	-16&3	6&31	-1&12	-2&0	80*!	0.2&-2.2	4.3&4.4	0&-2	0&-2
CC(=O)NC(=S)Nc1ccc(NC(=O)c2cccnc2Cl)cc1
    7	-2	4	16	2	x	-3.2	-1.6	7	-3
COc1ccccc1NC(=O)Cc1noc(CSc2nnc(C)s2)n1
    5	-6	4	4	-5	99	-0.8	0.0	-3	1
CCOC(=O)c1c(NC(=O)C2=C(C)NC(=S)NC2c2ccc(F)cc2)sc(C)c1C (stereo not drawn)
    -2	1	-3	-11	-8	101	1.8	-2.1	0	-5
CCC1(C)Cc2nc3[nH]c(=S)n(-c4ccc(C)cc4)c(=O)c3cc2CO1 (stereo not drawn)
    3	4	2	14	-2	100	-2.5	0.9	2	0
COc1ccc(C(=O)C2CCCN(C(=O)c3cccnc3SC)C2)c(C)c1 (stereo not drawn)
    -3	-8	5	-3	-6	97	0.6	-1.2	-1	0
CS(=O)(=O)NNC(=O)c1cc2cc3ccccc3nc2s1
    7	-3	-14	11	-5	109	-2.1	0.2	2	0
CC(C)c1cc(CNC(=O)CCc2nnc(CCCCc3ccccc3)o2)on1
    -1	-8	-4	16	-3	96	-3.2	-0.9	0	1
Cc1ccc(NC2=C(NCCO)C(=O)c3ccccc3C2=O)cc1
    4	-14	-3	-56	1	83	12	1.8	29	-5
O=C(CN1CCCCC1)Nc1ccc(S(=O)(=O)N2CCCCCC2)cc1
    -5	-1	24	5	-2	102	-0.9	-0.9	x	0
O=C(N/N=C/c1ccc(F)cc1)c1ccccc1
    2	-6	14	9	7	97	-1.9	0.0	34*	6
Cc1nc2ccccc2n1CC(O)c1ccccc1 (stereo not drawn)
    -1	0	14	-12	0	x	1.6	-2.1	0	-3
O=CN1N=C(c2ccccc2)CC1c1ccccc1[N+](=O)[O-] (stereo not drawn)
    -1	-13	2	4	4	85	-0.7	1.7	8	0
O=C(c1ccc2c(c1)OCO2)N1CCN(c2ccc(C(F)(F)F)cn2)CC1
    -2	1	6	0	-3	104	0.0	1.2	-3	-3
CCCCCN(C(=O)CCC(=O)OCC(=O)c1cccc(OC)c1)c1c(N)n(CCCC)c(=O)[nH]c1=O
    -3	-5	-7	8	2	102	-1.1	-0.6	2	2
O=C(CN1C(=O)/C(=C\c2ccc(F)cc2)Oc2ccccc21)N1CCN(c2ccccn2)CC1
    -6	1	2	6	-5	82	-1.2	-0.5	-9	-4
O=S(=O)(NC1CCCCC1N1CCC(O)CC1)c1ccccc1 (stereo not drawn)
    0	2	1	11	-5	108	-2.4	1.2	-3	0
O=[N+]([O-])c1cc(Br)c(O)c(C=Nc2ccc(N3CCOCC3)cc2)c1
    -2	-13	12	-28	-5	101	4.9	-1.1	-6	-2
O=C(NC1CC1)c1cccc(S(=O)(=O)N2CCOCC2)c1
    1	1	-12	9	-3	101	-1.7	0.9	-1	8
O=C(CN(c1ccc(F)cc1)S(=O)(=O)c1ccc2c(c1)OCCO2)NCc1cccnc1
    2	3	4	4	-2	104	-0.6	1.3	x	2
CCCc1cc(C(=O)N2CCCC(Nc3ccc(C)c(C)c3)C2)n(C)n1 (stereo not drawn)
    -1	0	20	17	-2	96	-3.1	-1.1	4	-6
COc1ccc(NC(=O)CSc2nc(NS(=O)(=O)c3ccc(C)cc3)cc(=O)[nH]2)cc1
    2	-5	6	0	0	101	0.0	0.4	-3	6
COc1ccc(C[C@H]2CN3C(=NC[C@@H]3C(C)C)N2CCNC(=O)CCC2CCCCC2)cc1
    4	-4	2	-3	-6	110	0.5	2.7	-16	-2

# Among those listed so far, these contain a Cl atom:
# The line under a structure holds: RTF Ca sens act	Cardiac RTF inh	Arrestin-AP2 inh	MOR-DOR inv ag	Keap1-Nrf2 PPI	DSG3 Ab inh	OPRM1-OPRD1 ag	LANA DNA inh	Wnt bcat act	V-ATPase pH
O=C(/C=C/c1c(Cl)nc2ccccn12)N1CCN(c2ccc(F)cc2)CC1
    1	-3	2	2	-4	95	-0.2	0.0	x	0
CC(=O)NC(=S)Nc1ccc(NC(=O)c2cccnc2Cl)cc1
    7	-2	4	16	2	x	-3.2	-1.6	7	-3

# Carrying on:
# The line under a structure holds: RTF Ca sens act	Cardiac RTF inh	Arrestin-AP2 inh	MOR-DOR inv ag	Keap1-Nrf2 PPI	DSG3 Ab inh	OPRM1-OPRD1 ag	LANA DNA inh	Wnt bcat act	V-ATPase pH
Cc1csc2nc(SCC(=O)N3CCN(c4ccccc4)CC3)[nH]c(=O)c12
    1	4	33	7	-5	109	-2.1	0.8	-1	-2
COc1ccc(N(CCC(=O)Nc2ccccc2F)S(=O)(=O)c2ccc(C)cc2C)cc1
    -4	-4	-1	-4	2	107	0.8	0.7	1	3
O=C(NNC(=O)c1ccncc1)c1ccccc1
    -2	-3	-5	16	-2	98	-3.5	-3.0	2	0
C=CCNC(=O)c1ccccc1SCc1c(C)noc1C
    -3	-3	-3	13	5	102	-2.0	-0.1	0	1
CC(C)NC(=O)CSc1nc(Cc2cccs2)nc2ccccc12
    -2	-3	0	14	1	98	-2.6	-0.5	x	1
O=C(Cc1ccccc1)N/N=C/C=C/c1ccccc1[N+](=O)[O-]
    x	x	2	x	x	107	x	x	35*	5
Cc1cc2ncn(CC(O)COc3cccc(C(=O)O)c3)c2cc1C (stereo not drawn)
    -3	1	18	-2	3	102	0.5	-0.3	x	1
COc1ccc(-c2ccc(/C=C3\C(=O)N(c4ccccc4)N=C3c3ccccc3)o2)c([N+](=O)[O-])c1
    4	-5	9	9	-1	83	-1.5	0.0	x	3
Cc1ccc(N2CC(C(=O)Nc3ccc(S(=O)(=O)NCC4CCCO4)cc3)CC2=O)cc1 (stereo not drawn)
    -2	-3	-1	1	0	106	-0.2	-1.4	-1	-3
COCCNC(=O)C(c1ccc(OC)cc1)N(CCOC)C(=O)CCC(=O)Nc1nccs1 (stereo not drawn)
    -1	-12	-6	-1	-2	99	0.1	0.1	-2	3
O=C(COc1cccc2c1CCNC2=O)Nc1ccc(Cl)cc1
    -4	-8	1	7	-2	102	-1.0	-0.2	1	3
CC1=C(C(N)=O)S(=O)(=O)c2ccccc21
    3	-8	-19	8	5	96	-1.5	2.6	-1	1
COC(=O)Cc1c(C)nc2nc(-c3ccccc3)[nH]n2c1=O
    7	-3	-2	11	-5	111	-1.9	-0.6	x	-3
CCCC(=O)NC(=S)Nc1ccc(N2CCN(C(=O)c3cccs3)CC2)cc1
    6	-6	-2	5	-5	98	-0.9	-0.1	-2	4
O=C(NCC(c1cccs1)N1CCOCC1)c1cn(-c2ccccc2)nc1-c1ccc(Cl)cc1 (stereo not drawn)
    3	-9	-3	7	-1	103	-1.0	-2.0	-4	0

# Part of the list above, set out differently:
Molecule	RTF Ca sens act	Cardiac RTF inh	Arrestin-AP2 inh	MOR-DOR inv ag	Keap1-Nrf2 PPI	DSG3 Ab inh	OPRM1-OPRD1 ag	LANA DNA inh	Wnt bcat act	V-ATPase pH
C=CCNC(=O)c1ccccc1SCc1c(C)noc1C	-3	-3	-3	13	5	102	-2.0	-0.1	0	1
COc1ccc(-c2ccc(/C=C3\C(=O)N(c4ccccc4)N=C3c3ccccc3)o2)c([N+](=O)[O-])c1	4	-5	9	9	-1	83	-1.5	0.0	x	3
Cc1cc2ncn(CC(O)COc3cccc(C(=O)O)c3)c2cc1C (stereo not drawn)	-3	1	18	-2	3	102	0.5	-0.3	x	1
Cc1ccc(N2CC(C(=O)Nc3ccc(S(=O)(=O)NCC4CCCO4)cc3)CC2=O)cc1 (stereo not drawn)	-2	-3	-1	1	0	106	-0.2	-1.4	-1	-3
O=C(NCC(c1cccs1)N1CCOCC1)c1cn(-c2ccccc2)nc1-c1ccc(Cl)cc1 (stereo not drawn)	3	-9	-3	7	-1	103	-1.0	-2.0	-4	0

# Other compounds
# The line under a structure holds: RTF Ca sens act	Cardiac RTF inh	Arrestin-AP2 inh	MOR-DOR inv ag	Keap1-Nrf2 PPI	DSG3 Ab inh	OPRM1-OPRD1 ag	LANA DNA inh	Wnt bcat act	V-ATPase pH
CCN(c1cccc(C)c1)S(=O)(=O)c1c(C)[nH]c(C)c1C(=O)N1CCCCC1
    -2	-1	-12	16	2	98	-3.0	-0.2	0	4
Cc1nc(NC(=O)CSc2nnc(Cn3nnc4ccccc43)n2C)sc1C
    -4	-10	1	7	-1	x	-1.4	1.1	0	-4
Cc1cccc(CN2CCN(Cc3cccc(-n4cccn4)c3)CC2CCO)n1 (stereo not drawn)
    x	x	15	x	1	103	x	0.4	0	-2
COc1ccc(-n2ccnc2SCC(=O)Nc2cc(C)on2)cc1
    -2	2	7	8	3	114	-2.5	-0.4	1	-3
O=C(Nc1ccc(Cl)cc1C(=O)Nc1ccc(Br)cn1)c1ccco1
    1	0	0	-4	2	100	0.7	-0.6	x	2
COc1ccc(OC(C)C(=O)N(C)Cc2nc(-c3ccccc3)no2)cc1 (stereo not drawn)
    6	-10	-4	17	-3	110	-3.1	0.9	-3	0

# Rows were taken by chance. Share with any hit: about 3.1%.
